Assay outcomes as filed in PubChem BioAssay.
FLuc inh: Photinus pyralis luciferase inhibition; P08659; purified P. pyralis luciferase, luminescence, biochemical; Potency, µM (titrated, usually from 115 µM), without a hit: top-dose activity change, negative = inhibition, most hits filed as inhibitors; 76,000 compounds, 2.5% hits; note: potency is the fitted concentration of half-maximal effect; nearly all actives have a fitted effect of over 65% in size
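Luminescence read by CCD imaging after purified firefly luciferase (10nM final) was added to substrate buffer holding 10uM D-luciferin and 10uM ATP, pH 7.5, pre-dosed with compound.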
3T3 cytotox: NIH 3T3 cell cytotoxicity; AID 1345082; Potency, µM (titrated, usually from 96.7 µM), without a hit: top-dose activity change, negative = cytotoxicity, most hits filed as inhibitors; 94,000 compounds, 4.3% hits; NIH 3T3 viability, CellTiter-Glo ATP luminescence, 48-72 h; note: potency is the fitted concentration of half-maximal effect; nearly all actives have a fitted effect of over 55% in size
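ATP-dependent luminescence (CellTiter-Glo) served as the viability signal for NIH 3T3 cells treated with compound for 48 or 72 hr at 37 °C.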
IP6K1 inh: IP6K1 kinase inhibition; IP6K1 kinase, ADP-Glo luminescence, 2 h; active compounds read low; activity change, % (series mostly up to about 58 µM); 140,000 compounds, 0.81% hits; AID 1645851; in the data active = activity change below about -25%
Target sequence (Q92551 whole entry, looked up): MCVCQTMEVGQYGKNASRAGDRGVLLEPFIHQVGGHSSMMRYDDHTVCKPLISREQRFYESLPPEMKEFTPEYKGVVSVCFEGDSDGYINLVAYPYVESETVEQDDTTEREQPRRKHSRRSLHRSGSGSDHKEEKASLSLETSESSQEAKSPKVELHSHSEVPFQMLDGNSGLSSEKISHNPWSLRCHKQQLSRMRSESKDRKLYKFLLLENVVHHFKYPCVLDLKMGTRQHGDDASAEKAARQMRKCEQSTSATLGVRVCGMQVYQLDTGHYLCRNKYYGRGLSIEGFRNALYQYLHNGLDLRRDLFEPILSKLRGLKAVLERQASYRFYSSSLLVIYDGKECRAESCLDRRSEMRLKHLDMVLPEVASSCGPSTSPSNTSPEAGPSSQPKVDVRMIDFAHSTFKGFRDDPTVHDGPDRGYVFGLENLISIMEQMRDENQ
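ADP-Glo luminescence measures ADP made by human IP6K1 during a 2 h RT reaction with ATP/IP6 (mix at 1.3 mM/130 uM); top library doses 57.5 and 19.1 uM final.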
SNCA expr inhib: reduces expression of the alpha-synuclein gene | HEK-293 SNCA-luciferase knock-in, luminescence, 24 h | Potency, µM (titrated, usually from 57.2 µM), for inactives: at the top dose activity change, negative = inhibition, usual class: inhibitors | 140,000 compounds, 0.17% hits | AID 1671194;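 note: potency is the fitted concentration of half-maximal effect; plate controls were DMSO cells for no effect and cell-free wells for full effect; nearly all actives have a fitted effect of over 45% in size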
SNCA viab count: counter-screen for SNCA expression inhibitors: cell viability. HEK-293-SNCA-luc viability, GF-AFC fluorescence, 24 h. 150,000 compounds, 0.12% hits. Potency, µM (highest dose often 57.1 µM), inactives show at the highest dose activity change, negative = cytotoxicity, hits mostly cytotoxic;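 note: potency is the fitted concentration of half-maximal effect; 0% = DMSO-treated cells and -100% = medium-only wells without cells; nearly all actives have a fitted effect of over 30% in size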
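Cytotoxicity counterscreen: after 24 h compound treatment of genome-edited SNCA-luciferase HEK-293 cells, live-cell protease substrate GF-AFC read by fluorescence after 30 min; activity scaled between DMSO (0%) and medium-only (-100%), curves Hill-fitted.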
GPT2 inhibitor: GPT2 alanine aminotransferase inhibition. Potency, µM (doses to about 57.7 µM), for inactives: at the top dose activity change, negative = inhibition, actives largely listed as inhibitors. 100,000 compounds, 0.25% hits. AID 1671188. Q8TD30. Recombinant GPT2, coupled pyruvate oxidase/HRP Amplex Red fluorescence; note: potency is the fitted concentration of half-maximal effect; nearly all actives have a fitted effect of over 60% in size; many of its hits are not listed in these tables
Target sequence (Q8TD30 whole entry, looked up): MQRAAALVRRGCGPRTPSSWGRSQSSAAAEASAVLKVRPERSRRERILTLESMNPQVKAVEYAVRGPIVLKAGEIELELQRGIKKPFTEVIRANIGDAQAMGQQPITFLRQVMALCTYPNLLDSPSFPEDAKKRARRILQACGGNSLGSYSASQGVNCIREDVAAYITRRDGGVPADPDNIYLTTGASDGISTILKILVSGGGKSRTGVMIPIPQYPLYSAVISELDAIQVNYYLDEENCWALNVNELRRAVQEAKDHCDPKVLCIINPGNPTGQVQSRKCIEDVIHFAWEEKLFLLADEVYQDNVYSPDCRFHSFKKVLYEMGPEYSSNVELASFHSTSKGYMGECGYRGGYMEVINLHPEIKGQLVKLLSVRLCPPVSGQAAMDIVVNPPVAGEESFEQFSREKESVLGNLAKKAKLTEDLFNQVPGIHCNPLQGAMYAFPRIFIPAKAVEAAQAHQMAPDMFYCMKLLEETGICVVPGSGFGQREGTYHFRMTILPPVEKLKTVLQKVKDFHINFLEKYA
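GPT2 10ng/uL, a-KG 250uM, L-Ala 2mM, HEPES pH7.5 + 0.0001% Tween; 30 min RT. Then Amplex mix (PO/HRP/ThPP), 30 min RT dark, fluorescence. AOA 50uM used as positive control.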
HEK293 tox: HEK 293 cell cytotoxicity; HEK 293 viability, ATP luminescence (CellTiter-Glo), 48-72 h; Potency, µM (doses to about 115 µM), without a hit: at the top dose activity change, negative = cytotoxicity, hits mostly inhibitors; 94,000 compounds, 6.6% hits; AID 1345083; note: potency is the fitted concentration of half-maximal effect; nearly all actives have a fitted effect of over 60% in size
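HEK 293 seeded at 250 cells/well receive compound via pintool. After 48 or 72 hr at 37 degree Celsius, 5% CO2 and 95% humidity, CellTiter-Glo is dispensed and luminescence read following 10 min at room temperature.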
* marks the source's active call; other numbers are inactive results; i = inactive; ? = inconclusive; · = not tested or not shown; [ ] = another dose, or the depositor's remark. Unless noted, calls come from the whole dose curve; as a rule, active = well fitted curve in the direction sought with a large enough effect; inconclusive = small, poorly fitted or top-dose-only effect, or another doubt; inactive = no such curve, though single readings can be large; an effect the other way counts as inactive or inconclusive. Unless noted, % is set by controls: 0 for no effect and ±100 for the full control effect. These rows are one share of the data; rates above refer to the full screens.

SMILES	FLuc inh	3T3 cytotox	IP6K1 inh	SNCA expr inhib	SNCA viab count	GPT2 inhibitor	HEK293 tox
COc1ccccc1CNC(=O)[C@H]1CN2CCC1C[C@@H]2Cn1cc(CN(C)Cc2ccccc2)nn1 (stereo partly drawn)	-12%	-15%	-8	2%	-1%	-2%	-6%
CC(=O)N1C2CCC1CN(C(C)C)C2	·	-16%[174 µM]	0	-2%[87.6 µM]	0%[87.6 µM]	i	-13%[230 µM]
CNCc1cn(C[C@H]2CC3CCN2C[C@@H]3C(=O)NCc2ccc(F)cc2)nn1 (stereo partly drawn)	-3%[172 µM]	-19%[174 µM]	15	-23%[87.6 µM]	2%[87.6 µM]	3%[88.5 µM]	1%[172 µM]
CN1CCN(C(=O)Cc2c[nH]c3ncc(-c4ccc(Cl)cc4)cc23)CC1	22µM*	28µM*	-10	-15%[87.6 µM]	3%[87.6 µM]	i	100µM*
CCC(CC)c1cc([C@H]2CN3CC[C@H]2C[C@@H]3CNC(C)=O)nc(-c2ccncc2)n1	-8%[172 µM]	45µM*	9	-17%[87.6 µM]	-25%[87.6 µM]	-2%[88.5 µM]	100µM*
N#Cc1cccc(NC(=O)NC[C@H]2C[C@@H]3CCN2C[C@@H]3CN2CCCCC2)c1	-1%[172 µM]	-18%[174 µM]	-6	10%[87.6 µM]	-26%[87.6 µM]	-13%[88.5 µM]	-12%[172 µM]
O=C(c1ccccn1)N1C[C@@H]2C[C@H](C1)c1ccc(NS(=O)(=O)c3cccs3)c(=O)n1C2	3%	-28%	-9	-6%	-17%	i	-9%
O=C1NCCCCCN[C@H]2CCCC[C@@H]12	9%	i	-14	6%	4%	i	i
COCCNC(=O)[C@H]1CN2CCC1C[C@@H]2Cn1cc(COC)nn1 (stereo partly drawn)	-13%[172 µM]	-27%[174 µM]	3	-17%[87.6 µM]	-4%[87.6 µM]	i	3%[172 µM]
COc1ccc(NC(=O)NC[C@H]2C[C@@H]3CCN2C[C@@H]3c2cc(-c3ccccc3Br)nc(C)n2)cc1	-10%	?	17	?	-15%	-24%	79µM*
O=C(CCc1nc2ccccc2s1)N1[C@H]2CC[C@@H]1c1cnc(-c3ccc(F)cc3)nc1C2	-1%	-26%	18	-1%	6%	i	40µM*
CCNC(=O)NC[C@H]1C[C@@H]2CCN1C[C@@H]2c1cc(-c2ccc(N(C)C)cc2)nc(C)n1	2%[172 µM]	100µM*	2	-8%[87.6 µM]	-16%[87.6 µM]	i	100µM*
N#Cc1cccc(NC(=O)NC[C@H]2C[C@@H]3CCN2C[C@@H]3CN2CCN(c3ncccn3)CC2)c1	-3%	?	2	-14%	-12%	3%	?
CCCS(=O)(=O)NC[C@H]1C[C@@H]2CCN1C[C@@H]2c1cc(-c2ccc(OC)c(OC)c2)nc(C)n1	12%	-6%	9	-9%	-5%	i	4%
CC(=O)NCCNC(=O)[C@H]1CN2CCC1C[C@@H]2Cn1cc(CN(C)Cc2ccccc2)nn1 (stereo partly drawn)	2%	3%	10	-17%	-6%	-5%	-2%
CC[C@@H](C)[C@H]1C(=O)O[C@H](C(C)C)C(=O)N(C)[C@@H]([C@@H](C)CC)C(=O)O[C@H](C(C)C)C(=O)N(C)[C@@H]([C@H](C)CC)C(=O)O[C@H](C(C)C)C(=O)N1C	·	·	3	·	?	-2%[17.1 µM]	·
Cc1cc(C[C@@H]2COC[C@@H]2NC(=O)c2cn(C)c3ccccc23)on1	7%	-1%	0	-6%	-3%	5%	-18%
CN(C)c1ccc(C(=O)NC[C@H]2C[C@@H]3CCN2C[C@@H]3CN2CCN(c3ccccn3)CC2)cc1	-12%	-20%	-2	9%	-1%	i	-17%
O=S(=O)(NC[C@H]1C[C@@H]2CCN1C[C@@H]2CN1CCCC1)c1ccc(Cl)cc1	1%[172 µM]	79µM*	7	1%[87.6 µM]	-7%[87.6 µM]	-27%[88.5 µM]	?
COC(=O)c1sccc1NC(=O)N1[C@H]2CC[C@@H]1c1cncnc1C2	6%	i	15	?	17%	i	i
CN(C)[C@@H]1CN(C(=O)Cc2ccc(Cl)cc2)C[C@H]1CO	-1%	i	0	-3%	3%	1%	i
Cc1ncc2c(n1)C[C@@H]1CC[C@H]2N1S(=O)(=O)c1ccccc1	9%	-3%	36	7%	10%	i	-1%
COc1ccc(C(c2c(O)c3ccccc3oc2=O)c2c(C)n(C)n(-c3ccccc3)c2=O)cc1 (stereo not drawn)	·	·	0	-3%	-4%	·	·
CCN(Cc1ccc(Cl)nc1)/C(=C/[N+](=O)[O-])NC	·	·	2	-24%[25.6 µM]	-28%[23.9 µM]	1%	·
Cc1cccc(OCC(=O)N2[C@H]3CC[C@@H]2c2cnc(C)nc2C3)c1	6%	2%	14	15%	9%	?	i
C/C(=C\c1csc(C)n1)[C@@H]1C[C@@H]2O[C@@H]2CCC[C@H](C)[C@H](O)[C@@H](C)C(=O)C(C)(C)[C@@H](O)CC(=O)O1	·	·	19	·	-28%	-8%	·
O=C1N(c2ccccn2)C[C@H]2CN(Cc3ccc(F)cc3)CCN12	25µM*	-30%[138 µM]	3	6%[87.6 µM]	-3%[87.6 µM]	i	-26%[172 µM]
CC(=O)O[C@H]1CC[C@@]2(CI)C(=CC[C@@H]3[C@@H]2CC[C@]2(C)C(=O)CC[C@@H]32)C1	·	·	-3	·	3%	?	·
Cc1cccc(NC(=O)N[C@H]2CN(C)c3ccccc3C(c3ccccc3)=N2)c1	·	·	4	·	-15%	i	·
CCn1cc(CN2CCN(C(=O)Cc3c(C)noc3C)CC2)ccc1=O	-26%	-21%	3	45%[activator]	-5%	?	?
C=CCON=C(C[C@H]1O[C@@H]2O[C@]3(C)CC[C@@H]4[C@H](C)CC[C@@H]([C@H]1C)[C@@]24OO3)[C@H]1O[C@@H]2O[C@]3(C)CC[C@H]4[C@H](C)CC[C@@H]([C@@H]1C)[C@@]24OO3	·	·	·	?	?	1%	·
CN1CCc2cc3c(cc2[C@H]1[C@@H]1OC(=O)c2c1ccc1c2OCO1)OCO3	·	·	3	·	-8%	i	·
C=CCOC(Cn1ccnc1)c1ccc(Cl)cc1Cl (stereo not drawn)	·	·	7	-47%[25.6 µM]	15%[23.9 µM]	2%	·
C#C[C@]1(O)CC[C@H]2[C@@H]3CCC4=CC(=O)CC[C@]4(C)[C@H]3CC[C@@]21C	·	·	23	15%[25.6 µM]	65%[23.9 µM]	?	·
Cc1ncc2c(n1)C[C@@H]1CC[C@H]2N1C(=O)c1cccnc1	-1%	-14%	15	?	0%	-6%	3%
CN1Cc2ccccc2-n2ccnc2C12CCN(C(=O)c1ccn[nH]1)CC2	-3%	i	14	1%	4%	i	-5%
COc1cc2c(cc1CCc1ccccc1)N(C(=O)C1CCC(C)CC1)CC21CCN(C(C)=O)CC1 (stereo not drawn)	0%	32µM*	2	?	-27%	-18%	40µM*
CC(=O)[C@H]1CCC2C3CC[C@H]4C[C@H](O)CC[C@]4(C)C3CC[C@@]21C (stereo partly drawn)	·	·	·	-21%	0%	i	·
COc1cc2c(cc1OCc1ccncc1)NC(=O)C21CCN(C(=O)c2cccnc2)CC1	2%	35µM*	-11	18%	-4%	5%	4%
Cc1ccccc1C(=O)N1CCC2(CC1)c1nccn1-c1ccccc1CN2CC(C)C	1%	?	13	?	?	i	45µM*
O=C1Nc2ccccc2C12CCN(Cc1ccc(C(F)(F)F)cc1)CC2	·	?	-32*	?	-13%	-13%	?
COc1cccc(CC(=O)N2CC(N(C)Cc3cccnc3)C2)c1	7%	i	-6	2%	7%	i	3%
O=C(COc1cccc(Cl)c1)N1CCN(CCc2ccncc2)CC1	·	·	31	16%	-4%	·	·
COc1cc2c(cc1Oc1ccccc1)NC(=O)C21CCN(Cc2nccn2C)CC1	-5%[172 µM]	?	-24	-13%[87.6 µM]	-7%[87.6 µM]	3%[88.5 µM]	100µM*
O=C(NC[C@H]1C[C@@H]2CCN1C[C@@H]2CN1CCN(c2ccc(F)cc2)CC1)Nc1ccccc1	4%	-23%	-6	8%	2%	1%	?
CC(C)NC(=O)[C@H]1CN2CC[C@H]1C[C@@H]2Cn1cc(COc2ccccc2)nn1	-7%[172 µM]	-25%[174 µM]	8	-18%[87.6 µM]	0%[87.6 µM]	4%[88.5 µM]	0%[172 µM]
Cn1cccc1CN1CCCC2(CC(c3ccccn3)=NO2)C1 (stereo not drawn)	7%[172 µM]	-31%[138 µM]	0	-15%[87.6 µM]	-18%[87.6 µM]	i	?
O=C1CO[C@H]2CN(C3CCOCC3)C[C@H]2N1Cc1ccncc1	-7%[172 µM]	-14%[138 µM]	-4	-3%[87.6 µM]	2%[87.6 µM]	5%[88.5 µM]	i
CCC(CC)c1cc([C@H]2CN3CC[C@H]2C[C@@H]3CNC(=O)c2ccc(N(C)C)cc2)nc(-c2ccncc2)n1	5%	?	-12	-22%	?	i	20µM*
Cc1oc(-c2ccccc2Cl)nc1CN1C(=O)CN=C(c2ccccc2)c2cc(Cl)ccc21	·	·	-6	-24%	-8%	·	·
C=C[C@H]1CN2CC[C@H]1C[C@@H]2CNC(=O)CCCC(=O)O	2%[230 µM]	-3%[230 µM]	4	-2%[87.6 µM]	5%[87.6 µM]	-6%[88.5 µM]	i
C#C[C@H]1CN2CC[C@H]1C[C@@H]2CNC(=O)CCCC(=O)O	1%[230 µM]	-16%[230 µM]	7	11%[87.6 µM]	2%[87.6 µM]	-5%[88.5 µM]	3%[230 µM]
